# High-throughput results (PubChem)
# EWS-Fli inh – blocks EWS/Fli oncoprotein-driven transcription; A673 NR0B1-luciferase reporter, viability-normalised; 350,000 tested, 0.67% active; inhibition, % at 12.6 µM;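 active means mean inhibition of at least 50% after viability correction, with every replicate also passing that limit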;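 further: firefly luciferase signal divided by Alamar Blue viability fluorescence both relative to DMSO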
# Cneo AK release – causes C. neoformans cell lysis. adenylate kinase release luminescence, 4 h; normalised: neutral wells 0, clomiphene wells 100. lysis activity, % at 15 µM. 360,000 tested, 0.2% active;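 active means mean lysis activity across replicates of at least 80%, whatever share of replicates individually reach that level; inactive means mean lysis activity below 80%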
#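 read-out = cell lysis signal | test system = log-phase Cryptococcus neoformans yeast cells | input = cells at 5 × 10^6 per mL | medium = fresh YPD growth medium | signal = luminescent adenylate kinase detection reagent | timing = 4 h at 37 °C static, read 1 h later | dosing = single dose | controls = Clomiphene as positive lysis control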
# miR122 inh – blocks miR-122 activity in Huh7 sensor cells | Huh7 miR-122 Renilla luciferase sensor, 48 h; neutral wells = 0, positive control = 100 | activation (reporter increase), % at 12.5 µM | 340,000 tested, 0.3% active;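 active means mean replicate activation score at least 90 and every replicate individually at or above 90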;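 further: higher luciferase means less miR-122 activity so hits act as miR-122 inhibitors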
# Casp6 inh – blocks human caspase-6 cleavage activity; purified caspase-6, Z-VEID-R110 cleavage fluorescence; inhibition, % at 12.5 µM; 350,000 tested, 0.53% active; AID 686996;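 active means mean inhibition across replicates at least about 35%, with every replicate also reaching that limit, limit read from the data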;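 further: 0% = median of neutral control wells and 100% = no fluorescence left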
# Target sequence (P55212 24-179 limits assumed): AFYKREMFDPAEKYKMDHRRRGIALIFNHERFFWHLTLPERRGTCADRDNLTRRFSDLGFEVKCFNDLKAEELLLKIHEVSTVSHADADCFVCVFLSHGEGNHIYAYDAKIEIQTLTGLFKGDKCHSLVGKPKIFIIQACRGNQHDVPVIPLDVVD
# Target sequence (P55212 194-293 limits assumed): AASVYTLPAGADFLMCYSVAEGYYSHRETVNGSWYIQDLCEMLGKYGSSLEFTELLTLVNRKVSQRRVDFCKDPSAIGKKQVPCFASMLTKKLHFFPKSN
# PAX8 inh HTS – inhibitors of PAX8 transcriptional activity in RMG-I cells; RMG-I TPO-luciferase reporter, SteadyGlo, 24 h; inhibition, % at 12.6 µM; 360,000 tested, 1.2% active;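 active means mean replicate inhibition at least 60% with every replicate also reaching 60%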;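 further: luciferase light reporting Pax8 driven TPO promoter activity; plate controls were median of neutral control wells for no effect and mitoxantrone controls for full effect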
# FN deposit inh – fibronectin deposition inhibition; 350,000 tested, 0.086% active; AH1F fibroblasts, Alexa488-fibronectin deposition fluorescence, overnight; inhibition, % at 12.6 µM;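 active means mean inhibition across replicates of 30% or more, regardless of how many single replicates reach that level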;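 further: positive control wells lacked labelled fibronectin entirely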
#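 Material: AH1F fibroblast monolayer depositing Alexa488-labelled fibronectin into matrix / Amount: 10000 AH1F cells per well / Signal: fluorescence 485/525 nm / Medium: DMEM, 2% serum / Compound: single dose, pinned / Incubation: 1 h cell adhesion before compound, then overnight fibronectin incubation / Reagent: Alexa488-FN, 24 nM final / Read-out: inhibition of fibronectin deposition signal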
# LGR2 antag – inhibitors of bursicon-induced Drosophila LGR2 receptor cAMP signaling; HEK293 LGR2, CRE-luciferase, bursicon-stimulated, 4 h; 380,000 tested, 0.35% active; inhibition, % at 9.99 µM; AID 720647;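 active means drop in luminescence signal, shown as inhibition above about 50% in the replicate tests, limit read from the data, passing the limit was not always enough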;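 further: agonist challenge used bursicon conditioned medium at about half maximal strength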
# PGC1a acetyl inh – PGC1a acetylation modulation, inhibitor mode; U2OS PGC1a acetylation, AlphaScreen anti-acetyl-lysine; with virally co-expressed GCN5 acetyltransferase; inhibition, % at 15.6 µM; 350,000 tested, 0.17% active; AID 651687;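 active means every replicate shows inhibition of at least 40%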;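 further: 0% = neutral control wells and 100% = positive control wells; some results beyond the cut were filed as inactive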
# The depositor's hits bear a star; x = no result given; & = joins results of further samples; [ ] = another dose, or the depositor's remark.
SMILES,EWS-Fli inh,Cneo AK release,miR122 inh,Casp6 inh,PAX8 inh HTS,FN deposit inh,LGR2 antag,PGC1a acetyl inh
COc1cccc(CNC(=O)c2cc3c(cc2Cl)N2CCCCCC2=NS3(=O)=O)c1,0,x,-3,-2,-3,-2,5,-12
Cc1c(Br)c([N+](=O)[O-])nn1CC(=O)N(C)Cc1ccccc1,-2,x,x,1,22,2,20,6
Cn1c(=O)n(C)c2cc([N+](=O)[O-])c(N3CCN(CCO)CC3)cc21,12,1,-5,2,-11,-1,6,-22
CCOc1ncccc1C(=O)Nc1ccccc1C(=O)NCc1ccc2c(c1)OCO2,x,0,x,x,1,6,x,-5
CCCCN(C(=O)c1ccc(OC(F)(F)F)cc1)c1c(N)n(CCC)c(=O)[nH]c1=O,3,x,-10,1,-1,-3,x,x
CCC(=O)Nc1ccc2c(c1)C(=O)N(C)C[C@H](OC)[C@H](C)CN(Cc1ccccn1)[C@H](C)CO2,1,42,13[16.7 µM],1,-2,3,4,-8
COc1ccccc1C(=O)NC(=O)COC(=O)c1ccco1,2,0,x,3,20,-1,0,x
COc1ncccc1-c1nnn(-c2ccccc2)n1,-24,-16,x,-7,-144,4,23,x
NS(=O)(=O)OCCCc1ccccc1,-3,-3,x,-6,16,-10,5,x
CCc1cc(=O)oc2cc(C)cc(OC(C)C(=O)NCC(O)c3ccccc3)c12 (configuration not stated),-1,-1,-1,-2,19,-4,-3,5
CCCN(C)C[C@H]1Oc2ncc(-c3ccccc3)cc2C(=O)N([C@@H](C)CO)C[C@H]1C,56*,15,1[16.7 µM],-4,-5,x,x,21
COc1ccc(-n2c(C)cc(C(=O)CN3CCCCC3)c2C)cc1,-5,-1,x,-1,-1,-5,-4,1
Cc1c(Cl)cccc1NC(=O)COC(=O)Cn1cnc2c1c(=O)n(C)c(=O)n2C,-3,0,x,-1,-9,1,-4,x
CC(C)NC(=O)N(C)C[C@@H]1OCCCC[C@H](C)Oc2ccc(NS(=O)(=O)c3cccs3)cc2C(=O)N([C@H](C)CO)C[C@@H]1C,-14,-1,3[16.7 µM],1,-4,-1,4,9
Cc1ccc(C2(C)NC(=O)N(CC(=O)Nc3cccnc3Cl)C2=O)cc1 (configuration not stated),3,x,x,0,10,4,6,9
O=C(CN1CCOCC1)N1CCCCN2[C@H](CO)[C@@H](c3ccc(C#Cc4ccccc4F)cc3)[C@@H]2C1,-10,-17,3[16.7 µM],-2,-6,x,-5,8
COc1c(C)cccc1C(=O)NC(=S)Nc1ccccc1N1CCCC1,-18,2,2,0,-22,2,-41,0
Cc1cccc(CN2C(=O)[C@@H]3Cc4c([nH]c5ccccc45)C(C)(C)N3C2=O)c1,16,-2,x,0,20,3,35,x
Cc1cc(Br)c2c(c1)C(O)(N1CCCCC1C)C(=O)N2 (configuration not stated),8,x,1,0,37,3,-1,-3
Cc1noc(C)c1S(=O)(=O)N(C)C[C@@H]1Oc2ccc(NC(=O)Nc3ccc(C(F)(F)F)cc3)cc2CC(=O)N([C@H](C)CO)C[C@H]1C,3,2,-10[16.7 µM],x,42,12,-11,6
CCC(O)CNC(=O)CCc1nnc(C2(c3ccc(Cl)cc3)CCC2)o1 (configuration not stated),0,4,1,1,-20,x,-13,x
COCc1cn(CC[C@H]2CC[C@@H](NC(=O)Nc3c(C)noc3C)[C@H](CO)O2)nn1,2,-2,-9[16.7 µM],0,-7,-9,7,-10
Cc1ccccc1/C=C/C(=O)c1ccc([N+](=O)[O-])o1,71*,x,x,3,24,42*,92*,x
COc1ccc(CCNS(=O)(=O)c2cccc([N+](=O)[O-])c2)cc1,11,2,8,0,-9,10,5,11
CN(C(=O)c1ccncc1)C1CCS(=O)(=O)C1 (configuration not stated),13,1,-1,3,x,x,11,6

# Molecules above that contain a nitro group on carbon:
SMILES,EWS-Fli inh,Cneo AK release,miR122 inh,Casp6 inh,PAX8 inh HTS,FN deposit inh,LGR2 antag,PGC1a acetyl inh
Cc1c(Br)c([N+](=O)[O-])nn1CC(=O)N(C)Cc1ccccc1,-2,x,x,1,22,2,20,6
Cn1c(=O)n(C)c2cc([N+](=O)[O-])c(N3CCN(CCO)CC3)cc21,12,1,-5,2,-11,-1,6,-22
Cc1ccccc1/C=C/C(=O)c1ccc([N+](=O)[O-])o1,71*,x,x,3,24,42*,92*,x
COc1ccc(CCNS(=O)(=O)c2cccc([N+](=O)[O-])c2)cc1,11,2,8,0,-9,10,5,11

# The listing continues.
SMILES,EWS-Fli inh,Cneo AK release,miR122 inh,Casp6 inh,PAX8 inh HTS,FN deposit inh,LGR2 antag,PGC1a acetyl inh
CCN(C(=O)COC(=O)CCS(=O)(=O)c1ccc(C)cc1)C1CCS(=O)(=O)C1 (configuration not stated),6,1,3,-2,0,x,4,2
O=C(Nc1ccc(Br)cc1F)c1nc[nH]c1C(=O)N1CCc2ccccc2C1,-6,-2,4,x,-22,-5,-7,x
COc1ccccc1N(CC(=O)NC1CCCC1)C(=O)CNC(=O)c1cccs1,3,1,17,7,-5,-1,9,-15
C[C@H](NC(=O)[C@@H]1[C@@H](CO)[C@@H]2Cn3c(ccc(-c4cccnc4)c3=O)[C@H]1N2C)c1ccccc1,15,2,5[16.7 µM],-1,-2,x,-2,x
CCOc1cc(C2C(C(=O)OC(C)C)=C(C)N=C3SCCC(=O)N32)ccc1OC(C)=O (configuration not stated),x,0,-1,x,25,-17,x,3
O=S(=O)(c1ccc(SCc2cccc(Cl)c2)nc1)N1CCCC1,10,0,3,1,-1,18,8,7
CC(=O)c1cccc(NC(=O)C(C)OC(=O)CNC(=O)c2ccc(C)s2)c1 (configuration not stated),7,x,x,x,17,-8,-6,x
CC1(C)CC(N(Cc2ccc(F)cc2)C(=O)c2ccc(F)cc2)CCO1 (configuration not stated),5,3,8,4,5,-2,-9,0
CCCCn1c(N)c(N(CC(C)C)C(=O)C2CCCO2)c(=O)[nH]c1=O (configuration not stated),1,x,x,-2,-2,1,-1,x
COc1ccc(-c2[nH]ncc2CN2CCCOc3c(cccc3OC)C2)c(OC)c1,7,0,-11,-9,7,7,x,x
C/C(=N\NC(=O)c1nnn(-c2nonc2N)c1-c1ccc2c(c1)OCO2)c1cccs1,x,0,10,-8,14,16,-9,-6
COc1ccc(S(=O)(=O)N2CC[C@@H]3[C@H]2c2cc(-c4ccccc4F)ccc2N(C)[C@H]3CO)cc1,-1,2,24[16.7 µM],x,-11,15,-3,-26
COc1ccc(Br)cc1C(=O)Nc1ccc(NC(=O)c2ccco2)cc1,x,0,-1,x,x,x,4,-5
CCCC12CN3CC(C)(CN(C1)C3c1ccc(OC(C)C)cc1)C2=O (configuration not stated),x,0,-12,x,x,-2,x,1
Cc1ccsc1/C=C1\SC(=S)N(CC2CCCO2)C1=O (configuration not stated),-79,x,x,-5,-76,1,-93,1
CCOC(=O)c1cc(OC(=O)c2ccccc2)n(-c2ccccc2)n1,x,-2,-3,x,x,-7,20,4
CC(C)NC(=O)Nc1ccc2c(c1)CC(=O)N([C@@H](C)CO)C[C@@H](C)[C@H](CN(C)S(=O)(=O)c1ccccc1)O2,x,-10,-1[16.7 µM],-6,-14,x,12,0
CC(=O)c1c(C)[nH]c2ccccc2c1=O,x,2,0,1,x,x,4,x
CCc1nnc(NC(=O)C2CSC3(C)CCC(=O)N23)s1 (configuration not stated),1,-1,4,1,1,-2,3,2
Cc1ccc(S(=O)(=O)N2C[C@@H](O)COC[C@H]3O[C@H](CC(=O)NCCN4CCCCC4)CC[C@@H]32)cc1,-4,1,-9[16.7 µM],-42,3,-13,-4,-3
N=c1sccn1CC(=O)NC(c1ccccc1)c1ccccc1,13,4,7,-4,-3,-6,16,-7
COc1ccc2nc3c(nc2c1)CCCC3,-20,1,x,-1,-58,6,-17,x
CO[C@H]1CN(C)C(=O)c2ccc(NC(=O)Nc3ccc(Cl)c(Cl)c3)cc2OC[C@H](C)NC[C@H]1C,5,50,2[16.7 µM],-1,45,16&10,13,x
Cn1ncc2c(N3CCC(Cc4ccccc4)CC3)ncnc21,10,x,6,3,-8,4,9,5
O=C(N/N=C/c1ccncc1)c1ccc(COc2cccc3cccnc23)cc1,-1,1,7,x,-6,x,-1,2

# Whole records, quoted from the list. Order of values: EWS-Fli inh, Cneo AK release, miR122 inh, Casp6 inh, PAX8 inh HTS, FN deposit inh, LGR2 antag, PGC1a acetyl inh
# Shown for C[C@H](NC(=O)[C@@H]1[C@@H](CO)[C@@H]2Cn3c(ccc(-c4cccnc4)c3=O)[C@H]1N2C)c1ccccc1 : 15, 2, 5[16.7 µM], -1, -2, x, -2, x
# Shown for Cc1ccsc1/C=C1\SC(=S)N(CC2CCCO2)C1=O (configuration not stated) : -79, x, x, -5, -76, 1, -93, 1

# New compounds follow.
SMILES,EWS-Fli inh,Cneo AK release,miR122 inh,Casp6 inh,PAX8 inh HTS,FN deposit inh,LGR2 antag,PGC1a acetyl inh
COC(=O)c1ccccc1S(=O)(=O)N1CCC(C(=O)NCc2ccccn2)CC1,-12,-3,-7,1,-11,4,19,12
COc1ccccc1Cc1c(-c2cccc(Cl)c2)nc2c(C)cc(Br)cn12,7,x,x,-1,12,6,-33,x
CC(=O)OCCc1[nH]c2ccccc2c1C,2,2,x,-3,26,-4,11,x
O=C(CC(Nc1cccc(Cl)c1Cl)C(=O)O)c1ccccc1 (configuration not stated),-7,0,4,1,-16,13,-27,x
COc1cccc(NC(=O)N2CCN(C(=O)C(Cc3ccc(OC)c(OC)c3)NC(C)=O)CC2)c1 (configuration not stated),-1,1,1,0,x,x,-3,-2
CC12CCC(=O)N1C(C(=O)NCCN1C(=O)S/C(=C\c3ccccc3F)C1=O)CS2 (configuration not stated),-4,x,x,6,3,-2,7,x
CSc1ccc(CN2CCC(C)(Oc3ccccc3F)C2)cc1 (configuration not stated),-2,0,-6,-2,3,-2,-9,x
COc1ccc(CCN2C(=O)c3cccc4c(C(=O)N5CCCCC5)ccc(c34)C2=O)cc1OC,11,x,x,-1,12,2,102*,x
COc1ccc(C(=O)NNC(=O)C(=O)/C=C(\O)c2ccc(C)cc2)cc1,8,x,x,6,8,-1,-28,x
Cc1ccnc(NS(=O)(=O)c2ccc(NS(=O)(=O)c3cccs3)cc2)n1,x,0,-9,x,x,1,x,-10
O=C(C[C@@H]1C=C[C@@H](NC(=O)Nc2cccc(F)c2)[C@@H](CO)O1)NCC1CC1,-2,0,x,4,-1,-11,-11,10
CN1c2ccc(Br)cc2[C@H]2[C@H](CCN2C(=O)C2CCCCC2)[C@@H]1CO,3,10,9[16.7 µM],-1,-32,10,3,7
C[C@H]1CN([C@@H](C)CO)C(=O)c2ccccc2-c2ccccc2CO[C@@H]1CN(C)S(=O)(=O)c1ccccc1F,0,-2,x,1,-7,3,-4,-3
CC(=O)NC1CCN(CC(=O)Nc2cccc([N+](=O)[O-])c2)CC1,-2,1,0,-3,13,10,3,x
CCOc1ccc(NC(=S)Nc2ccc(OC)cc2)cc1,-8,5,1,0,-5,9,20,6
COc1ccc(CCC(N)=O)cc1OC,x,1,-4,x,x,x,-9,-3
CC1COC(Cn2c3ccccc3c3ccccc32)O1 (configuration not stated),-5,x,x,-4,-9,-9,8,x
NC(=O)C(=O)N/N=C/c1cccc(C(F)(F)F)c1,9,x,x,4,0,1,19,x
Cc1cc(C(=O)COC(=O)c2ccc(O)cc2)c(C)n1CC1COc2ccccc2O1 (configuration not stated),5,5,-1,-3,12,-3,0,16
CC(C)NC(=O)N(C)C[C@@H]1Oc2ccc(NS(=O)(=O)c3cccs3)cc2CC(=O)N([C@H](C)CO)C[C@@H]1C,1,-3,6[16.7 µM],0,-8,x,4,9
COc1cccc(OC)c1C(=O)Nc1ccc(N2CCN(C(=O)c3cccs3)CC2)cc1,-3,1,x,4,-1,7,11,7
